GPR55 activation = GPR55 agonists via beta-arrestin recruitment, primary screen, imaging, U2OS cells, beta-arrestin-GFP redistribution (AID 1961); hit rate 0.048% among 290,000; activation, % at 10 µM, or EC50 in µM where a hit was titrated; U2OS GPR55 beta-arrestin-GFP redistribution imaging; higher % means a stronger effect;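 active means activation above 40% with more than 50 cells counted in the well; inconclusive means wells holding fewer than 50 cells, flagged as toxic or sparse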;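 further: U2OS osteosarcoma cells stably expressing GPR55 and beta-arrestin-GFP; plate controls were DMSO negative control for no effect and LPI positive control for full effect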
Myeloid diff MLP = myeloid differentiation induction. AID 624256. ER-HoxA9 myeloid progenitors, lysozyme-GFP differentiation, flow cytometry. hit rate 1% among 360,000. calls only at 10 µM;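 active means normalized GFP-positive differentiation at or above the plate's own cutoff, the solvent-only control mean plus 3 SD; inconclusive means no clear call, values can overlap the other calls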;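 further: cells exposed to compound for four days before flow analysis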
GPR55 LPI antagonism = inhibition of LPI-stimulated GPR55 beta-arrestin translocation – imaging, U2OS, beta-arrestin-GFP, LPI agonist, primary screen (AID 2013); U2OS GPR55 beta-arrestin-GFP translocation imaging, LPI antagonism; higher % means a stronger effect; inhibition, % at 10 µM, or IC50 in µM where a hit was titrated; hit rate 0.13% among 290,000;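 active means spots per cell inhibited over 60%, with over 100 cells counted and total cytoplasm intensity under 500,000; inconclusive means wells with under 100 cells, flagged as likely toxic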;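 further: U2OS cells stably carrying GPR55 and arrestin-GFP stimulated by 5 µM LPI near EC80; imaged beta-arrestin-GFP aggregate spots per cell after agonist stimulation; plate controls were LPI-stimulated DMSO wells for no effect and DMSO wells without LPI for full effect; some results filed as inactive read as strong as hits; confirmed hits need IC50 under 10 µM and bright autofluorescent wells are also inconclusive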
NTR1 agonist = agonists of NTR1, primary screen, imaging, U2OS cells, beta-arrestin-GFP, high content (AID 493036); P30989; NTR1-U2OS beta-arrestin-GFP spot imaging, agonist mode; activation, % at 20 µM; hit rate 0.17% among 330,000;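 active means activation at or above 40% of the spot to cytoplasm intensity ratio, with at least 20 cells analyzed; inconclusive means wells under 20 cells, flagged as cytotoxic or low count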;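 further: 0% = DMSO without peptide and 100% = 100 nM NTR1 peptide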
Target sequence (P30989 whole entry, looked up): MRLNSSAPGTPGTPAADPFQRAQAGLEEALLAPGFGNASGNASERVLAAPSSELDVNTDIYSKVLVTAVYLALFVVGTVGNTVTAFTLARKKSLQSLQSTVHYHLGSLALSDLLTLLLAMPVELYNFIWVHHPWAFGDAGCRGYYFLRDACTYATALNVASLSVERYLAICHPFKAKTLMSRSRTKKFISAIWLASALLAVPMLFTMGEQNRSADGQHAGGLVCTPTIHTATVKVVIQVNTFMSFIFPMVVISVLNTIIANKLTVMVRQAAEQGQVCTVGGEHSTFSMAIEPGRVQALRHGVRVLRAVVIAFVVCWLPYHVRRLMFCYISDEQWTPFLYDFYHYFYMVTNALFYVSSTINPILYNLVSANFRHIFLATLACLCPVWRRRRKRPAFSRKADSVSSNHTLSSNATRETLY
NOD2 inhibition = NOD2 signaling inhibitors, cell-based, luminescence, uHTS, HEK293 (AID 1566) | hit rate 0.63% among 290,000 | inhibition, % at 4 µM; hits with a dose series show EC50 in µM | HEK293 NOD2/NF-kB luciferase reporter, luminescence; higher % means a stronger effect; further: many of its hits are not listed in these tables
KOR beta-arrestin-1 = kappa opioid receptor blockers – cell-based, luminescence, uHTS (AID 1778) | KOR beta-arrestin recruitment, luminescence, antagonist mode; higher % means a stronger effect | one-dose inhibition, % at 10 µM; IC50 in µM for titrated hits | hit rate 0.091% among 290,000; further: strong numbers were not always called active
KOR beta-arrestin-2 = KOR agonists, beta-arrestin recruitment, primary screen, cell-based, luminescence, uHTS (AID 1777); KOR beta-arrestin recruitment, luminescence; higher % means a stronger effect; activation, % at 10 µM; hits with a dose series show EC50 in µM; hit rate 0.02% among 280,000; in the data active means activation above about 50%, passing the limit was not always enough; further: a part of the inactive calls stands beside numbers as strong as those of hits
NOD1 inhibition = inhibition of NOD1-driven NF-kB reporter – cell-based, luminescence, uHTS, primary screen (AID 1578). hit rate 1% among 290,000. inhibition, % at 4 µM, or EC50 in µM where a hit was titrated. NOD1-driven NF-kB luciferase reporter cells, luminescence; higher % means a stronger effect; in the data active means inhibition mostly above about 36%, no sharp cut-off; inactive means mostly below about 34%;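 further: HEK-293T reporter cells stimulated with the NOD1 agonist gamma-tri-DAP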
T cell modulator = modulates CD8 T cell binding to vesicles; hit rate 0.068% among 330,000; AID 2052; 2C CD8+ T cell-vesicle binding, flow cytometry; active compounds read low; calls only at 7 µM;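 active means response, share of CD8 T cells binding vesicles, and their 90th percentile fluorescence all below set limits, cut at about 80% in these data, passing the limit was not always enough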
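Assay system – 2C mouse CD8+ T cells · Also added – QL9-loaded Drosophila micro-vesicles · Timing – Cell–vesicle co-incubation 1.5 h at 37 °C, staining 20 min on ice · Signal – flow cytometry of vesicle-bound cells · Measure – percent CD8+ FL2 mean versus row control · Controls – Peptide-free naked vesicles (low) and QL9 vesicles with 0.7% DMSO vehicle (high)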
T cell modulator vesicle-bound % = recorded beside T cell modulator, whose call it bears; double positive events, %; measured here: CD8+ vesicle-bound cell fraction;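 binding gate set so that unloaded-vesicle control wells show 10% double positive cells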
NTR1 agonist cell count 20 µM = recorded beside NTR1 agonist, whose call it bears; cell count; measured here: cell count, cytotoxicity flag
Myeloid diff MLP GFP+ MAC1+ % = also measured in Myeloid diff MLP; calls as there; GFP+ MAC1+ double positive, %; measured here: differentiation confirmed by MAC1 staining
Numbers without * were called inactive; i = inactive; u = inconclusive; x = not tested or not shown; [ ] = another dose, or the depositor's remark. Unless noted, no stated cut-off is given here; in the data, active means inhibition above about 50%; inactive means the rest.

Each structure is followed by: GPR55 activation	Myeloid diff MLP	Myeloid diff MLP GFP+ MAC1+ %	GPR55 LPI antagonism	NTR1 agonist	NTR1 agonist cell count 20 µM	NOD2 inhibition	KOR beta-arrestin-1	KOR beta-arrestin-2	NOD1 inhibition	T cell modulator	T cell modulator vesicle-bound %
> CCOc1ccc(C(C)NC(=O)c2ccccc2OCc2c(C)noc2C)cc1OCC (configuration not stated)
→ 0.0%	i	0.5	17.6%	-1.1	68	11.3%	33.6%	-4.4%	-11.5%	i	13.3
> N#Cc1c(NC(=O)CSc2ncnc3sccc23)oc(-c2ccco2)c1-c1ccco1
→ -0.2%	i	0.6	-10.0%	1.8	69	19.2%	15.4%	-3.8%	-0.6%	i	41.7
> O=C(C[n+]1ccc(/C=N/O)cc1)N1CCCCC1
→ -0.2%	i	0.5	-4.3%	-1.1	61	12.1%	11.5%	-1.2%	1.9%	i	50.7
> O=C(Nc1ccc(Br)cc1)C1CC(O)CN1C(=O)Oc1ccccc1 (configuration not stated)
→ 0.0%	i	0.4	0.8%	-0.5	60	-13.9%	9.3%	2.7%	3.9%	i	23.1
> O=C(O)CCc1nn2c3ccccc3nc2n(Cc2ccccc2)c1=O
→ 0.4%	i	0.4	-9.0%	-1.0	96	8.6%	-39.7%	6.9%	4.6%	i	27.1
> Cc1c(C(=O)N/N=C/c2cccnc2)sc(=S)n1C
→ 1.0%	i	0.7	2.9%	2.9	85	16.7%	-4.9%	-0.2%	-18.6%	i	17.0
> CC(c1ccco1)N(C(=O)Nc1ccc(Cl)cc1)c1ccccn1 (configuration not stated)
→ -0.2%	i	0.5	-1.7%	2.1	52	8.6%	27.3%	2.9%	1.8%	i	18.1
> Brc1ccc2[nH]c3c(NCc4ccccn4)ncnc3c2c1
→ -0.1%	i	0.0	1.4%	2.2	50	-37.8%	25.8%	1.8%	4.5%	i	54.6
> NC1=NC(c2ccccc2)N=C(Nc2ccccc2)N1 (configuration not stated)
→ 0.3%	x	x	3.1%	1.5	45	10.1%	2.0%	0.6%	-12.7%	i	67.8
> COc1ccc(C(=O)N2CCOC23CCN(c2ncccn2)CC3)cc1
→ -0.1%	i	0.3	-10.4%	1.2	31	2.2%	-6.0%[20 µM]	-1.2%	-30.4%	i	10.4
> CCCCN(C(=O)c1ccc(S(=O)(=O)N(C)C)cc1)c1nc2ccccc2s1
→ 0.6%	i	1.5	14.2%	4.3	74	9.4%	-1.0%	25.6%	-9.0%	i	4.7
> CCOc1ccc(N(CC(=O)NCc2ccc(F)cc2)C(=O)c2ccco2)cc1
→ 0.0%	u	x	-15.5%	2.6	45	-6.3%	-50.3%	5.7%	-9.0%	i	45.7
> COc1ccc(C(=O)Oc2cc(/C=N/NS(=O)(=O)c3ccc(C)cc3)ccc2OC)cc1
→ -0.1%	i	0.6	10.1%	3.9	66	13.6%	-28.3%	3.5%	7.4%	i	49.0
> Cc1ccccc1OC(=O)c1cccnc1
→ -0.1%	i	0.3	10.6%	0.7	57	5.6%	-28.7%[20 µM]	-3.7%	-9.8%	i	64.8
> CCOC(=O)/C(=N\Nc1cccc(C(F)(F)F)c1)N(CCOC)CCOC
→ 0.2%	i	0.8	-2.1%	-1.9	93	-30.7%	-2.6%	-2.5%	-10.9%	i	63.2
> Cc1ccc(CNC(=O)CSc2nnc3c(n2)[nH]c2ccc(F)cc23)cc1
→ 0.2%	i	1.9	6.8%	1.0	46	11.1%	-4.8%	-1.1%	-10.3%	i	28.1
> CCc1cc(C)cc(OCCNC(=O)c2cncc(Br)c2)c1
→ -0.2%	i	1.0	-0.4%	1.9	50	6.0%	3.9%	-7.7%	7.8%	i	41.8
> CCc1ccc2oc(=O)cc(CN3CCCCC3)c2c1
→ 0.0%	i	0.6	8.5%	-1.1	95	-0.3%	-8.1%	-3.1%	-8.6%	i	60.4
> Cc1ccc(S(=O)(=O)N[C@H](C(=O)N2CCC(C(=O)NCC(=O)O)CC2)C(C)C)cc1
→ -0.3%	i	2.3	15.8%	-0.4	48	11.7%	1.3%	-0.6%	x	i	8.8
> CCOC(=O)c1ccc(Nc2cc(C)nc3ncnn23)cc1
→ -0.3%	i	2.0	-11.1%	-0.6	59	6.1%	-19.3%	4.6%	19.7%	i	43.6
> Oc1oc(-c2ccco2)nc1C=Nc1ccccc1
→ -0.1%	i	14.6	14.3%	0.3	50	3.0%	37.9%	-5.4%	8.7%	i	13.5
> COc1ccc(/C=C2\C(=O)N(c3c(Cl)cc(Cl)cc3Cl)N=C2NC(=O)c2cccc([N+](=O)[O-])c2)cc1
→ 0.7%	i	0.3	20.3%	x	x	16.8%	-2.7%	4.6%	-5.0%	i	41.6
> CSc1nnc(C(C)(C)C)c(=O)n1/N=C/c1ccccc1
→ -0.1%	i	0.9	7.6%	2.7	51	16.6%	-0.1%	1.8%	-4.5%	i	38.5
> COc1cc(/C=N/n2nnnc2N)ccc1OC(C)=O
→ -0.2%	i	0.2	6.5%	0.3	76	9.8%	-15.2%	3.4%	11.0%	i	41.4
> COc1ccc(-c2[nH]nc3c2C2(C(=O)N(CC(=O)O)c4ccccc42)C(C#N)=C(N)O3)cc1OC (configuration not stated)
→ 0.3%	i	1.1	8.2%	0.9	63	4.1%	-12.8%	2.7%	-14.1%	i	7.4
> CCOC(=O)c1c(C)[nH]c(O)c1C=Nc1ccc(C(F)(F)F)cc1
→ 0.0%	i	0.9	16.7%	0.5	87	5.6%	14.5%	1.1%	24.2%	i	34.6
> COc1ccccc1N1C(=NC(=O)CCC2CCCC2)SC2CS(=O)(=O)CC21 (configuration not stated)
→ 0.4%	i	0.5	-8.6%	-0.4	52	-2.1%	-26.1%	-0.1%	-10.6%	i	22.4
> COc1ccc(Nc2c(-c3ccc(C)cc3)nc3cnccn23)cc1
→ -0.3%	i	0.2	10.9%	3.4	57	6.5%	21.7%	-1.5%	-43.5%	i	56.1
> COc1ccc(N(C(=O)CNC(=O)c2ccco2)C(C(=O)NC2CCCC2)c2ccc(C)o2)cc1 (configuration not stated)
→ -0.1%	i	0.3	-3.3%	-0.8	44	-0.3%	-28.1%	2.1%	-14.6%	i	31.8
> O=C(NCCN1CCOCC1)c1cccn2c(=O)c3c4c(sc3nc12)CCCC4
→ -0.1%	x	x	-5.6%	2.1	59	12.3%	4.0%	-2.5%	-1.0%	i	30.5
> O=C(CSc1nnc(CNc2ccc(F)cc2)n1Cc1ccccc1)NCc1ccco1
→ -0.2%	i	0.4	5.0%	-1.5	91	2.9%	-1.7%	-5.3%	-19.5%	i	30.4
> Cc1cc(Cl)cc(C)c1OCCOCCNCc1ccccc1
→ -0.1%	i	1.0	90.0%	4.7	52	-27.2%	-30.9%[20 µM]	1.8%	-34.2%	i	35.7
> COc1ccc(CN2CCNC(=O)C2CC(=O)N(C)Cc2nccs2)c(OC)c1 (configuration not stated)
→ 0.1%	i	1.1	-1.8%	0.2	57	-10.0%	-31.8%	5.5%	-7.3%	i	57.9
> COc1ccc(-n2nc(C(=O)O)c3ccccc3c2=O)cc1
→ 0.3%	i	5.5	-0.1%	-0.1	77	0.4%	7.3%	6.6%	-23.4%	i	35.1
> COc1ccc(Nc2nc(NCCO)nc(OC)n2)cc1
→ 0.0%	i	0.0	-9.6%	4.1	87	3.8%	-24.4%	5.2%	9.0%	i	55.6
> NCCCC[C@@H]1NC(=O)c2cc([N+](=O)[O-])cc(I)c2SC[C@@H](C(=O)NCC(N)=O)NC(=O)CNC1=O
→ 0.2%	i	0.8	0.3%	-3.0	56	7.1%	3.5%	3.3%	-44.4%	i	50.4
> Cc1ccc(C)c(-c2csc(-c3cccnc3)n2)c1
→ -0.1%	i	0.8	-19.4%	1.3	56	-11.7%	-23.9%[20 µM]	-2.8%	-37.8%	i	54.5
> CCCCc1n[nH]c(=S)n1Cc1ccccc1
→ -0.2%	i	0.3	9.5%	5.5	41	5.3%	0.8%	-8.0%	-20.7%	i	36.3
> CCn1c(=O)n(CC)c2cc(S(=O)(=O)N3CCc4ccccc43)ccc21
→ 0.2%	i	3.2	7.9%	3.8	64	9.2%	10.4%	-2.3%	23.1%	i	28.5
> COc1cc(/C=C2\SC(=S)N(CC(=O)NC3=NCCS3)C2=O)cc(OC)c1OC
→ 0.0%	i	0.5	2.7%	4.1	80	5.7%	-34.0%	5.3%	-14.8%	i	55.0
> O=C(NCCOc1ccc(Cl)cc1)C(=O)NCC1CCCO1 (configuration not stated)
→ 0.5%	i	0.2	-2.2%	-1.1	24	9.8%	-2.1%	3.5%	-25.4%	i	20.1
> Fc1ccccc1N1CCN(CCCNc2ccc3nncn3n2)CC1
→ -0.1%	i	4.4	2.7%	-1.4	102	0.6%	9.8%	-6.7%	13.6%	i	34.7
> COC(=O)c1c(N=CN(C)C)c(C#N)c2n1CCCC2
→ -0.3%	i	1.0	-5.1%	3.7	51	11.6%	7.1%	-0.6%	-2.5%	i	20.9

These rows are one share of the data; the hit share may differ from the screen's.
